# PV pol inh – inhibitors of poliovirus RNA polymerase binding and polymerization | P03300 | poliovirus polymerase elongation, fluorescence polarization; stronger effect = lower value | % elongation, % (compound at 16.7 µg/mL) | hit rate 0.66% among 150,000; in the data active = % elongation below about 90%; also: some results filed as inactive read as strong as hits
# Target sequence (P03300 1749-2209 limits assumed): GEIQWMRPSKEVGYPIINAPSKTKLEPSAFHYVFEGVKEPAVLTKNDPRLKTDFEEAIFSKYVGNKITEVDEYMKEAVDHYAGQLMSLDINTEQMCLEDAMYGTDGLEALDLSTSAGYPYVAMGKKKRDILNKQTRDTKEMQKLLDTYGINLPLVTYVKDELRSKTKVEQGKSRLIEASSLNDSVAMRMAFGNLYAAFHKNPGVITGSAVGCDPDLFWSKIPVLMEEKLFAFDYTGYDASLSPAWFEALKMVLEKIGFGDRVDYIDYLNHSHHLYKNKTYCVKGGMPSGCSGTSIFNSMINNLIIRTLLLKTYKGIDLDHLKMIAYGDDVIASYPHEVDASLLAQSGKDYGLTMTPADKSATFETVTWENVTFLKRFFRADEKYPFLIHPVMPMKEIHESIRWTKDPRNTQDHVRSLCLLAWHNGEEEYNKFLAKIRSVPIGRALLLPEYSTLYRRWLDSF
# PV pol inh FP z-score – second read-out of PV pol inh, no call of its own (marks repeat the call); z-score; measured here: FP z-score; hits read low
# An asterisk follows results filed as active; & = joins results of further samples. An excerpt, so the mix of outcomes need not match the whole.
SMILES,PV pol inh,PV pol inh FP z-score
Cc1ccc(S(=O)(=O)c2c(Nc3cc(C)ccc3C)sc(C(=O)c3ccc4c(c3)OCO4)c2N)cc1,105,-0.2
CCOC(=O)c1c(C)c(C(=O)Nc2cccc(C)c2)c(C)n1C,103,1.6
Cc1cc2ccccn2c1C(=O)c1ccccc1,101,0
O=C1CC(NC(=O)c2ccc(Cl)cc2)C(=O)N1 (stereo unspecified),102,0.1
C=CCN1C(=O)C2Cc3c([nH]c4ccccc34)C(c3ccc(O)cc3)N2C1=S (stereo unspecified),88,-1.4
O=C(NCCO)c1cc[n+](CC(=O)c2cccs2)cc1,102,0.1
Cc1ccccc1NC(=O)c1sc2nc(N3CCOCC3)c3c(c2c1N)CC(C)(C)OC3,105,0.1
COc1ccc(-c2nc(C)c(CCNC(=O)C(=O)Nc3cc(C)cc(C)c3)s2)cc1OC,105,-0.5
CC(NC(=O)C(C)N1CCN(S(=O)(=O)c2ccc(F)cc2)CC1)c1ccccc1 (stereo unspecified),102,0.2
O=C1C2(CCC13COC(c1ccco1)OC3)COC(c1ccco1)OC2 (stereo unspecified),98,-0.6
O=C(NCC(c1ccc2c(c1)OCO2)N1CCN(c2ccccc2)CC1)C(=O)Nc1ccc(F)cc1 (stereo unspecified),104,-0.8
COc1ccc(C(=O)OC2=C(c3ccccc3)C(=O)c3ccccc3C2=O)cc1,102,0.4
Cc1nc2c(c(C)c1CCC(=O)NCCc1ccco1)c(=O)n(C)c(=O)n2C,98,-1.9
C=CCN(CC=C)C(=O)c1ccc(OC)c(Br)c1,100,-0.4
O=C1CCC(C(=O)OCc2cc(=O)n3cc(Br)ccc3n2)=NN1,114,1.6
COc1cc([C@@H]2c3cc4c(cc3[C@H](O)[C@H]3COC(=O)[C@H]23)OCO4)cc(OC)c1OC,101,0.2
N/N=C1\CCCc2c1[nH]c1ccc(C(F)(F)F)cc21,105,0.4
Cc1c(C(=O)O)oc2ccc(S(=O)(=O)N3CCCC3)cc12,103,0.5
C=CCNC(=O)c1c(N)n(Cc2ccccc2)c2nc3ccccc3nc12,102,0.2
COc1ccc(NC(=O)c2nnn(CC(=O)Nc3ccc(C)c(C)c3)c2N)cc1OC,99,-0.6
CC1(C)O[C@@H]2CC3C4C[C@H](F)C5=CC(=O)CC[C@]5(C)C4[C@@H](O)C[C@]3(C)[C@]2(C(=O)CO)O1 (stereo partly specified),103,0.8
O=C(Nc1nc2cc3c(cc2s1)OCCO3)c1ccncc1,105,0.3
CS(=O)(=O)N/N=C/c1ccccc1,99,-0.2
CCCN(CCC)c1cc(C)nc2nc(-c3ccc(C(C)(C)C)cc3)nn12,102,-1.1
COc1ccc(C2CCCCC2)cc1,104,0.4
COc1ccc(/C=C2\CCCC3=C2Nc2ncnn2C3c2ccc(OC)cc2)cc1 (stereo unspecified),102,0.2
O=C(NC1CCCCC1)N1CCN(c2ccccc2F)CC1,101,0.3
Cn1/c(=N/NC(=O)c2ccc(S(=O)(=O)N3CCCCC3)cc2)sc2ccccc21,108,0.6
Cn1c(SCCO)nc2c(c1=O)C1(CCCCC1)Cc1ccccc1-2,102,0.1
COC(=O)c1sc2cccc(Cl)c2c1Cl,104,0.5
COc1ccc2cc(CCNS(=O)(=O)c3ccc(C)cc3)c(=O)[nH]c2c1,103,-0.6
Cc1sc2ncnc(Oc3cccnc3)c2c1C,102,0.7
CCN1CCN(c2cc(C)c3cc(NC(=O)c4cccc(Cl)c4)ccc3n2)CC1,103,-0.1
O=C1CCCc2oc3c(c21)CCCC3,101,-0.4
CC(Sc1nnc(-c2ccc(Cl)cc2)o1)C(=O)c1ccccc1 (stereo unspecified),97,-0.5
CCCCn1c(C(=O)OC)cc(=O)c2c(C)n(-c3ccccc3)c(=S)nc21,105,0.3
COc1ccc(CNC(=O)Cn2cc3c(n2)CCCC3)cc1,103,0.4
Cc1cc(N2CCN(C)CC2)nc2ccc(NC(=O)Nc3ccc(F)cc3)cc12,109,0.4
O=C(Nc1cc(Cl)ccc1C(=O)O)c1ccc(F)cc1,104,0.9
COc1cc(OC)cc(C(=O)Nc2ccc(-c3nc4ccccc4s3)cc2C)c1,100,-1.3
CCOc1ccccc1N(C)C(=O)c1cc(S(=O)(=O)NCCc2ccc(Cl)cc2)ccc1F,112,0.6
O=C(Nc1ccc(-c2ccccc2)cc1)c1ccccn1,101,0.3
Cc1ccc(NC(=O)CSc2ncc3c(n2)-c2ccc(Cl)cc2N(C)S3(=O)=O)cc1F,104,-0.1
CCNc1nc(NC(C)(C)C)nc(N2CCCCC2)n1,98,-0.9
O=C(Cn1nnc(-c2ccccc2Cl)n1)N1CCN(S(=O)(=O)c2ccc(Cl)cc2)CC1,95,-0.4
NC(=O)N/N=C/c1coc2ccccc2c1=O,102,0.1
COc1ccccc1Cn1ccn(Cc2c(F)cccc2Cl)c(=O)c1=O,102,-0.8
CC(=O)Nc1ccc2c(c1)n(C)c(=O)n2C,101,-0.1
COC(=O)C1(O)c2ccccc2-c2ccccc21,100,-0.3
CCSc1ncc(Cl)c(C(=O)Nc2c(C(=O)Nc3ccccc3)oc3ccccc23)n1,113,1.7
Cc1ccc(CN2CCSc3ccc(C(=O)Nc4ccc(F)cc4)cc32)cc1,102,0.2
CC(C)(C)c1cc(CCC(=O)N2CCC2)cc(C(C)(C)C)c1O,102,0
CCCSCCCNC(=O)c1ccc(Cn2c(=O)c3cccn3c3cccnc32)cc1,114,1.5
O/N=C/c1c(O)c(Br)cc2oc3c(c12)CCCC3,100,-0.3
O=C1Nc2ccccc2N2C1CC(=O)N(c1ccccc1)C2c1ccc(F)cc1 (stereo unspecified),98,-1
COc1ccc(C(=O)COC(=O)c2cc(-c3cccs3)nc3ccccc23)cc1,107,0.6
CN(Cc1ccccc1)S(=O)(=O)c1ccc(C(=O)Nc2nnc(-c3ccco3)o2)cc1,100,-0.7
COc1ccc(OC)c(C(=O)CC2(O)C(=O)Nc3ccccc32)c1 (stereo unspecified),103,0.3
COc1ccc(-c2cc(C(=O)NCCc3ccccc3)c3c(-c4ccccc4)[nH]nc3n2)cc1OC,107,0.4
COC(=O)c1scc(-c2ccc(C)cc2)c1S(=O)(=O)N1CCN(c2ccccc2F)CC1,97,-2.3
# Continuation:
SMILES,PV pol inh,PV pol inh FP z-score
CN(C)C=Nc1ccc(S(=O)(=O)c2ccc(N=CN(C)C)cc2)cc1,101,-0.1
CC(C)(C)NS(=O)(=O)c1ccc(NC(=O)c2ccc(Br)o2)cc1,99,-0.3
C(=C\c1ccncc1)/c1ccncc1,99,-1
CC1(C)CC2CC(C)(CN2C2=CC3=CC(=C(C#N)C#N)CCC3CC2)C1 (stereo unspecified),45,-4.6
COC(=O)C12CCC(C)(C(=O)O1)C2(C)C (stereo unspecified),99,-0.8
CCN1CCN(c2oc(-c3ccc(COc4ccc(OC)cc4)o3)nc2C#N)CC1,105,-0.4
COCCn1c(=NC(=O)CN2C(=O)c3ccccc3C2=O)sc2ccccc21,103,0.3
Nc1c(C(=O)NCc2ccc3c(c2)OCO3)c2nc3ccccc3nc2n1C1CCCCC1,103,0.1
N#Cc1ccccc1OCC(=O)OCC(=O)NC1CCCCCC1,95,-1.2
CN=c1scc(-c2ccc3c(c2)NC(=O)CO3)n1C,96,-1.1
CC(CCCc1ccccc1)NC(=O)c1nn(-c2ccc(Cl)cc2)nc1CO (stereo unspecified),107,0.1
CN(C)c1nc2n(c(=O)n1)CCN2C(=O)Nc1ccccc1,99,-1.5
c1ccc2c(c1)CCCC2NC1=NCCC1 (stereo unspecified),103,0.1
Fc1ccc(-c2cc(-c3ccc(F)cc3)c3c(n2)-c2cc(F)ccc2OC3)cc1,106,0.3
CCCCN(C)C(=O)c1cc(-c2ccccc2)n[nH]1,101,-0.1
O=C(OC1CCCC1=O)c1ccc(N2CCCC2=O)cc1 (stereo unspecified),103,0.1
COC(=O)COc1ccc2c(=O)c(Oc3ccc(OC)cc3)coc2c1,103,0.3
COc1ccc(NC(C)=O)cc1NC(=O)CN1CCN(c2ccc(F)cc2)CC1,106,0.1
CCOc1ccccc1NC(=O)CN1C(=O)C(=O)c2ccccc21,106,0.4
Cc1nn(C)c2nc(C(F)(F)F)cc(C(F)(F)F)c12,103,0.3
COc1ccc(NC(=O)c2cc3ccccc3o2)cn1,104,0.9
CC(=O)Nc1ccc(/C(C)=N/NC2=NCCN2)cc1Br,101,-0.1
COCC(C)N1C(=O)Cc2c1nc(N)c1c(N)nc(N3CCN(c4ccccc4F)CC3)c(C#N)c21 (stereo unspecified),107,0.3
[O-][n+]1onc(-c2ccccc2)c1-c1ccccc1,103,0.4
C#CCn1c(COc2ccccc2C)nc2ccccc21,107,0.1
CC1CCC2C(C)(CO)C(O)CCC2(C)C12CCC(C)(CO)O2 (stereo unspecified),102,-0.1
Cc1ccc(S(=O)(=O)N2CCN(Cn3nc(Nc4ccccc4F)sc3=S)CC2)cc1,102,0
COc1ccc(OC)c(C2CC(=O)N(c3cccc(C)c3)C3=C2C(=O)OC3)c1 (stereo unspecified),102,-0.3
CCCNC(=O)CN1CCN(c2ncc(NC(=O)c3ccc(Cl)cc3)cc2C(=O)O)CC1,108,0.4
CCc1ccccc1NNC(N)=S,101,-0.1
Cn1c(COc2ccc(Cl)cc2)nnc1SCC(=O)Nc1c(C#N)oc2ccccc12,102,0
C=CCOc1cccc(-c2nc(-c3ccccn3)no2)c1,101,-0.4
O=C(Cn1ncc(Cl)c(Cl)c1=O)N(C1=CCCCC1)C1CC1,91,-1
COc1cc(OC)cc(C(=O)OC(C)C(=O)NC2CCCCC2)c1 (stereo unspecified),103,0.1
CCc1ccc(CNC(=O)c2ccc(CS(=O)(=O)Cc3cccc(C)c3)o2)cc1,113,0.7
CN1C(=O)CSC1=NC12CC3CC(CC(C3)C1)C2,102,0.6
O=C(/C=C/c1ccco1)OCc1ccc(Br)cc1,103,-0.1
N[C@@H]1CONC1=O,99&100,-0.3&0
O=C(CN1CCC(N2CCCCC2)CC1)c1ccc2c(c1)OCCO2,97,-1.5
CCCN1Cc2cccc(C(N)=O)c2C1=O,102,0.2
CSc1nnc2c(n1)OC(C)Nc1ccc(Br)cc1-2 (stereo unspecified),98,-0.6
COc1ccc(OC)c(C(O)C(C)N)c1 (stereo unspecified),102&101,0.3&0.4
O=C(NCC1CCN(S(=O)(=O)c2ccccc2)CC1)Nc1ccccc1,103,0.4
CCCCOc1ccc(CNC(=O)c2cccc(NC(=O)N3CCSc4ncccc43)c2)cc1,108,0.4
CC(C)C(=O)N1C2=C(C(=O)c3ccccc32)C(c2ccc(Cl)cc2)c2c1n(C)c(=O)n(C)c2=O (stereo unspecified),101,-0.1
CC[C@H]1[C@@H]2C=C[C@@H]3[C@H]4C/C=C\C(=O)NCCC[C@@H]5NC(=O)C(=C5O)C(=O)CC[C@@H]4C[C@@H]3[C@H]2C[C@H]1C,101&100,0.1&0
O=C(COC(=O)C1(c2ccc(F)cc2)CCCC1)N1CCOCC1,101,-0.5
Cc1ccc(C)n1-c1ccccc1CN(C)C1CCCCC1,104,0.5
NC(=O)CSc1ncc(CO)n1Cc1ccccc1,102,0.9
CC(=O)Nc1ccc(CN2CCN(C)CC2)cc1,99,-0.5
c1ccc2c(c1)CCN(Cc1nc3ccccc3[nH]1)C2,107,0.6
COc1ccccc1N1C(=O)C2CC=CC(C)C2C1=O (stereo unspecified),101,-0.1
Cc1ccc(C)c(Cn2c(=O)n(C(C)C)c(=O)c3oc4ccccc4c32)c1,106,-0.1
COc1cc2c(cc1NC(=O)COc1ccc(Br)c(C)c1)oc1ccccc12,103,-0.4
COc1ccc(S(=O)(=O)c2c(O)c3ccc(C(=O)NCc4ccc(Cl)cc4)cc3[nH]c2=O)cc1,106,0
COC(=O)c1sc(S(=O)(=O)N2CCN(c3ccc(OC)cc3)CC2)c(C(=O)OC)c1C,108,1
O=C(Nc1cccnc1)c1ccc(COc2ccccc2Br)cc1,102,0
Cc1ccc2c(CN3CCN(CC#N)CC3)cc(=O)oc2c1,101,-0.2
NC(=O)C1CCN(C(=O)c2ccc3c(c2)N(Cc2cccc(Cl)c2)C(=O)c2ccccc2S3=O)CC1 (stereo unspecified),101,-0.7
N#Cc1cc(C(=O)O)c(=O)[nH]c1SCc1ccccc1Cl,98,-0.4
COc1ccccc1CCNC(=O)CCc1c(C)c2cc3c(C)coc3c(C)c2oc1=O,111,0.7
C[C@H](N=C1NS(=O)(=O)c2ccccc21)C(=O)OCC(=O)N1CCC(c2ccccc2)=N1,102,-0.3
O=S(=O)(Nc1ccc2c(c1)OC1(CCCCC1)O2)c1ccc2ccccc2c1,107,0.5

# Assay outcomes as filed in PubChem.
